Compound activity (PubChem BioAssay)
ABHD4 inh: ABHD4 (mouse) inhibition, primary FP screen. AID 720543. actives 0.54% (n = 370,000). Q8VD66. purified mABHD4, FP-Rh probe fluorescence polarization. inhibition, % at 8.92 µM;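 active = inhibition exceeding the mean over every tested compound plus 3 SD, cut at about 30% in these data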;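 also: 0% = plate median of compound wells and 100% = S159A mutant with DMSO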
Target sequence (Q8VD66 whole entry, looked up): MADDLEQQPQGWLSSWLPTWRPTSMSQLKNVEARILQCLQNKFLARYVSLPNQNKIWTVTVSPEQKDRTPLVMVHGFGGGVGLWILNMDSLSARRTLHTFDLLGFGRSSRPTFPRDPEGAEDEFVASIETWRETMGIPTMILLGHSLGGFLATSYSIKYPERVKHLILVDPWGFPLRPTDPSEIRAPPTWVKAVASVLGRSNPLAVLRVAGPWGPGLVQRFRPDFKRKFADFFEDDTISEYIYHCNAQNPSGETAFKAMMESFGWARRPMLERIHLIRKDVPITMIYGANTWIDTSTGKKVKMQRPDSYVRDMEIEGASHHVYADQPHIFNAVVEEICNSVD
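Test system: mABHD4 protein | Buffer or medium: HEPES pH 7.0 buffer, 150 mM NaCl, 0.01% Pluronic F-127 | Probe or stimulus: FP-Rh fluorescent activity-based probe, added after compound pre-incubation | Timing: Pre-incubation 45 min, probe exposure 60 min, at 25 °C | Technique: Fluorescence polarization, excitation 525 nm, emission 598 nm, BODIPY TMR filters | Repeats: Single well per compound (singlicate)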
TCR CD3 inh: human TCR-CD3 binding inhibition | TAMRA-labeled TCR probe fluorescence, biochemical | inhibition, % at 9.4 µM | actives 0.37% (n = 360,000) | AID 651800; in the data active = inhibition above about 19%;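 also: recombinant mutant TCR 2C K166C tagged with TAMRA read by polarization; 0% = receptor in buffer alone and 100% = receptor with positive control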
PRMT1 FP inh: PRMT1 (human) inhibition, primary screen; AID 652257; recombinant PRMT1, activity-based probe fluorescence polarization; Q99873; actives 1.3% (n = 370,000); inhibition, % at 2.79 µM;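 active = inhibition above about 21% made by adding two undisclosed values, limit read from the data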
LEDGF integ inh: blocks HIV-1 LEDGF/p75-dependent DNA integration; TR-FRET IN-LEDGF/p75 DNA integration, Eu/Cy5; actives 0.64% (n = 370,000); AID 743269; inhibition, % at 3.7 µM;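 active = inhibition above the screen-wide mean plus 3 SD, cut at about 13% in these data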;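 also: signal is the Cy5 over europium emission ratio at 671 and 618 nm; 0% = plate median of compound wells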
HTRA1 inh: blocks human HTRA1 serine peptidase; Q92743; recombinant HTRA1, FP-rhodamine activity-based probe, fluorescence polarization; inhibition, % at 5.96 µM; actives 0.5% (n = 340,000); AID 504803; in the data active = inhibition above about 36%;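 also: 0% = enzyme with DMSO and 100% = wells lacking enzyme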
Target sequence (Q92743 whole entry, looked up): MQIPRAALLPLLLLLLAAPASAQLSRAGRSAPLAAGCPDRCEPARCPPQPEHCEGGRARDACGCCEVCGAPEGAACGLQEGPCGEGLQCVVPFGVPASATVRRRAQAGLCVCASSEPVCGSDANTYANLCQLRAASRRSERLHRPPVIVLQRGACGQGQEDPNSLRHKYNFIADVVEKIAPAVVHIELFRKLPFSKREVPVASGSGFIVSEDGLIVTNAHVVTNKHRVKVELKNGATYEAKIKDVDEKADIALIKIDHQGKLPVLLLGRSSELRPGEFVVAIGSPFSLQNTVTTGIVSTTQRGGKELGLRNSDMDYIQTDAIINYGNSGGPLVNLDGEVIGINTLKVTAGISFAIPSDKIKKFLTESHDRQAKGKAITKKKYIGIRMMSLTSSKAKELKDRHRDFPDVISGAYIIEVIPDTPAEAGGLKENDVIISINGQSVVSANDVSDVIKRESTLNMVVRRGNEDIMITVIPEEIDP
NR1D1 modulator: Rev-erb alpha (human) modulation; activity, % at 10 µM; actives 0.79% (n = 370,000); Rev-erbα–FITC-DNA binding, fluorescence polarization, 90 min; P20393;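 active = activity above about 14%, limit read from the data; passing the limit was not always enough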;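 also: 0% = DMSO wells with 35 nM protein and 100% = DMSO wells with 750 nM protein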
UHRF1 binding: blocks human UHRF1 binding to methylated DNA. Q96T88. inhibition, % at 4.4 µM. actives 0.75% (n = 370,000). UHRF1 binding to methylated oligo, TR-FRET; in the data active = inhibition above about 21%;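 also: UHRF1 SRA domain binding a hemimethylated CpG hairpin DNA probe; 0% = median of test compound wells and 100% = reference inhibitor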
MBD2 DNA inh: MBD2-methylated oligo binding inhibition. TR-FRET, MBD2 binding to methylated oligonucleotide. inhibition, % at 4.4 µM. actives 0.31% (n = 370,000). AID 686964; in the data active = inhibition above about 13%
PG9 binder: binds the HIV-1 gp120 antibody PG9. TR-FRET gp120-PG9 antibody binding. inhibition, % at 6.7 µM. actives 0.43% (n = 360,000). AID 624416; in the data active = inhibition above about 8.5%
rCAG RNA binder: r(CAG) repeat RNA binding; TO-PRO-1 dye displacement fluorescence; inhibition, % at 3 µM; actives 1.3% (n = 370,000); AID 651821;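 active = inhibition above the plate cutoff, the mean of all test compounds on that plate plus 3 SD, cut at about 35% in these data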;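 also: 0% = DMSO alone and 100% = 100 µM mitoxantrone as full dye displacement; higher means more dye released from RNA so lower well fluorescence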
The depositor's hits bear a star; . = not tested or not shown. Not all compounds are listed (hit frequency here may not be typical).

SMILES	NR1D1 modulator	UHRF1 binding	ABHD4 inh	PG9 binder	LEDGF integ inh	HTRA1 inh	TCR CD3 inh	rCAG RNA binder	MBD2 DNA inh	PRMT1 FP inh
CCOC(=O)[C@]12CCCC=C1N(Cc1cccc3ccccc13)C(=O)[C@H](CC(=O)NCCCCc1ccccc1)C2	2	1	-17	0.7	0	.	3	10	-6	-8
Cn1nc(C(=O)Nc2ccc(Cl)c(S(=O)(=O)N3CCOCC3)c2)c2ccccc2c1=O	6	8	5	-2.2	0	-11	0	3	-1	2
CCCCN(C(=O)CC1CCCC1)c1c(N)n(Cc2ccccc2)c(=O)[nH]c1=O	-1	1	-4	1.4	0	7	-3	0	-5	0
CC1=C/C(=C/N(C)c2ccccc2)C(=O)S1	0	-3	9	-1.3	6	10	8	7	-3	14
O=C(NCCc1ccccc1)C1CCN(C2CCN(Cc3ccco3)CC2)CC1	-1	14	-2	-0.5	-3	0	-3	-7	9	3
O=C(c1cccc(C(F)(F)F)c1)c1c[nH]c(C(=O)NCCCN2CCOCC2)c1	-6	4	-5	1.0	-4	2	0	1	-2	2
O=C(Cc1ccc2cccnc2c1)c1ccc(O)cc1O	1	1	-12	0.9	1	2	-9	2	9	8
COc1ccc(C)cc1N(CC(=O)Nc1cccnc1)S(=O)(=O)c1ccc(C)cc1	-1	-2	0	-1.1	-2	-10	5	-4	-3	-2
COc1cc(CO)c(OC)c([N+](=O)[O-])c1	5	16	1	-1.6	2	11	4	1	0	-1
O=C(O)c1cccc(N2CCCCS2(=O)=O)c1	-6	4	-2	-0.2	0	2	-9	6	4	5
Cc1ccc(N2C(=O)N(CC(=O)Nc3cccc(Cl)c3)C(=O)C2C)cc1 (stereo unspecified)	-1	2	2	0.9	-2	-22	-6	1	-2	0
COc1cccc(CN(C)C(=O)CCc2nnc(-c3ccsc3)o2)c1	5	0	0	0.1	6	-4	1	-4	-3	-2

Look-ups from above.
For TCR CD3 inh, COc1cc(CO)c(OC)c([N+](=O)[O-])c1 reads 4
For NR1D1 modulator, O=C(Cc1ccc2cccnc2c1)c1ccc(O)cc1O reads 1

More structures follow.
SMILES	NR1D1 modulator	UHRF1 binding	ABHD4 inh	PG9 binder	LEDGF integ inh	HTRA1 inh	TCR CD3 inh	rCAG RNA binder	MBD2 DNA inh	PRMT1 FP inh
O=C(CSC1=NS(=O)(=O)c2cc(Cl)ccc2N1)Nc1cccc(F)c1	-1	-2	-18	-0.1	5	-21	7	60*	5	-2
NC(=O)CSc1nnc(-c2cccnc2)n1Cc1ccccc1	2	-2	4	0.2	-1	6	6	0	-2	1
CCc1noc(C)c1C(=O)N1CCCC(N2CCN(c3ccc(F)cc3)CC2)C1 (stereo unspecified)	9	0	2	-0.6	0	3	6	-4	-7	-30
O=S(=O)(c1ccccc1)N1CCN(S(=O)(=O)N2CCCCCC2)CC1	0	1	2	-0.9	-1	7	6	3	1	-2
COc1cccc(CC(CC(=O)O)C(=O)Nc2cc(C)ccc2C)c1 (stereo unspecified)	5	-2	-3	1.4	0	7	7	2	2	-3
CCOC(=O)c1ccc[n+]([O-])c1	-5	0	6	0.2	-7	4	-7	0	1	1
CC(=O)c1cccc(NC(=O)c2ccc3c(c2)C(=O)N(Cc2cccnc2)C3=O)c1	7	1	4	-2.1	0	2	8	-1	0	2
CN(C)S(=O)(=O)c1ccc(C(=O)OC2CCOC2=O)cc1 (stereo unspecified)	0	0	0	1.3	1	7	3	2	1	0
O=C(CN(c1ccc(F)cc1)S(=O)(=O)c1ccccc1)NCCSC1CCCCC1	1	0	1	-0.6	2	-40	-2	-8	0	-1
CC(=O)Nc1cccc2ccc(O)cc12	0	-1	16	-1.5	9	14	6	7	4	1
CCCc1nc(SCC(=O)NC2CCCC2)c2ccccc2n1	1	0	-6	0.2	-4	0	-2	-6	-4	-1
O=C(Cn1cnc2cc([N+](=O)[O-])ccc2c1=O)Nc1ccc2c(c1)CCC2	-4	-2	-5	-1.6	1	-14	3	20	1	0
CCOC(=O)CC(NC(=O)c1ccc(C)cc1)c1ccc(OC)cc1 (stereo unspecified)	3	19	7	-1.1	-5	1	-4	-4	6	4
O=C(Nc1ccccc1F)c1csc(COCCO)n1	0	-1	3	1.1	4	.	-4	1	-3	3
CC(=O)Nc1ccc(S(=O)(=O)NC2(C(F)(F)F)NC(=O)N(C3CCCC3)C2=O)cc1 (stereo unspecified)	5	-2	-3	0.3	5	8	3	0	1	-3
COc1cc(OC)cc(C(=O)Nc2ccc(S(=O)(=O)Nc3cc(C)on3)cc2)c1	0	3	0	0.1	-2	-2	-6	9	3	2
CSc1ccccc1OCc1cc(C(=O)N(C)CC2COCCO2)no1 (stereo unspecified)	5	1	5	-1.4	1	-8	15	-1	1	0
CC(=O)Nc1nnc(C2=COCCO2)o1	-3	2	1	0.8	-1	3	4	3	0	2
COc1ccc(CC(=O)NC(=S)Nc2ccc(S(N)(=O)=O)cc2)cc1	1	6	3	-0.7	1	-5	-1	0	3	-1
CC(C)(C)OC(=O)N1CCC(Cc2cc(-c3ccccc3)no2)(C(=O)O)CC1	5	-3	-3	-2.3	0	-4	3	13	-2	-1
O=C(NC(=S)Nc1cccc(C(F)(F)F)c1)c1csnn1	-5	3	-1	-2.0	-6	-2	-4	7	-2	6
Cn1c2ccccc2c2nnc(NN)nc21	-3	-6	-9	-1.6	4	6	8	10	-5	-4
COc1ccc2nc(NC(=O)CCNS(=O)(=O)c3ccc4c(c3)oc(=O)n4C)sc2c1	-4	-2	3	-1.1	-1	1	6	10	0	0
CC(C)NC(=O)N1CCC(n2nccc2NC(=O)CCOc2ccccc2)CC1	3	0	3	1.0	-4	4	-3	-3	2	2
OCCN1CN(c2ccccc2)C(=S)N(c2ccccc2)C1	5	2	0	-1.2	-2	.	-8	1	0	7
Cc1ccc(CNC(=O)CN2C(=O)NC(C)(c3cccc(Br)c3)C2=O)cc1 (stereo unspecified)	7	0	-4	-0.3	-3	-6	-2	4	3	5
O=C(CN1C(=O)NC2(CCCc3ccccc32)C1=O)NCCc1ccc(F)cc1 (stereo unspecified)	-1	2	-1	-1.2	0	1	7	-1	2	-4
CCC(C)n1cnc2c(c1=O)c1nc3ccccc3nc1n2Cc1ccc(OC)cc1 (stereo unspecified)	0	-1	3	1.8	5	-7	10	6	-5	-1
COCCOc1cc(NC(=O)c2ccccc2)c(Cl)cc1Cl	-2	-2	-4	-2.3	2	-2	2	-4	-4	-3
CC(C)(C)C(=O)N1CCN(C(=O)c2ccco2)CC1	3	2	0	-1.5	-1	6	4	-1	-4	-1
NC(=O)c1cccnc1Oc1cccc(Cl)c1	4	0	5	2.1	0	8	3	0	1	0
COc1ccc(CCNC(=O)c2cc(-c3ccccc3)on2)cc1OC	-8	1	5	-1.1	0	-2	-8	-6	-5	-3
Cc1ccc(NC(=O)CCC(=O)Nc2ccc(C)cc2)cc1	-2	0	-1	-2.2	-1	-4	2	-3	3	0
c1cc(C2OCCO2)cs1	-1	-1	4	-3.3	-2	3	-2	3	-3	-2
CCCc1cc(=O)[nH]c(SCC(=O)NCC2COc3ccccc3O2)n1 (stereo unspecified)	-1	1	-2	-0.9	-5	-1	-8	5	3	3
COc1ccc(C)cc1NC(=O)CSc1ccc(-c2ccco2)nn1	1	-4	-5	-0.5	5	3	2	0	-3	10
Cc1sc2nc(CN3CCN(S(=O)(=O)c4cccc5nonc45)CC3)[nH]c(=O)c2c1C	-4	0	4	-1.2	-3	0	13	2	-2	0
C[C@@]12CCC=C[C@H]1[C@H](c1ccc(F)c(/C=C/c3ccccc3)c1)N(Cc1ccccc1)C2=O	-1	0	-9	-0.9	-2	-29	4	7	0	-2
NS(=O)(=O)c1cc(Cl)c(NC(=O)COC(=O)c2ccccn2)c(Cl)c1	4	1	10	1.4	6	13	1	5	-4	-1
O=C(Nc1ccc(S(=O)(=O)Nc2ncccn2)cc1)c1ccc(Cl)c([N+](=O)[O-])c1	4	1	5	0.5	-4	0	-10	-1	-3	-3
COc1ccc([C@H]2CC(=O)C=C(c3ccc(Cl)c(F)c3)C2)cc1	5	-2	-4	-0.6	-1	-35	4	-4	1	0
COc1ccc(-c2cc(C(=O)O)c3ccccc3n2)c(OC)c1	-2	-3	8	-1.7	4	4	12	1	2	-4
CCn1cc(C(=O)NN)c(=O)c2cc(F)c(N3CCOCC3)cc21	-1	-1	1	-2.2	2	-4	11	3	3	-2
CCOC(=O)C1=C(C)NC(C)=C(C(=O)OCC)C1c1nc2ccccc2[nH]1	-5	-2	-7	-1.6	4	.	-1	0	-6	-4
COC(=O)c1cc(NC(=O)Cc2ccccc2[N+](=O)[O-])ccc1Cl	-5	2	-5	0.2	2	-5	8	2	-4	0
O=C(c1cc(Cl)cc(Cl)c1)N1CC[C@H]2[C@H](CCCN2Cc2cc(F)cc(F)c2)C1	-3	0	-4	.	-2	.	.	-1	2	-4
Fc1ccc(-c2cc3nc4c(c(N5CCOCC5)n3n2)CCCC4)cc1	8	1	6	2.0	4	-34	-6	-4	-4	-1
CCOC(=O)c1csc(NC(=O)c2ccc(OCC)cc2)n1	4	2	-8	-1.1	9	-14	-11	2	-1	-3
COC(=O)c1c(NC(=O)COC(=O)[C@@H](NS(=O)(=O)c2ccccc2)C(C)C)sc2c1CCC2	5	4	1	2.0	-3	-5	1	15	-1	1
CN(Cc1ccc([N+](=O)[O-])cc1)c1ccccc1	3	-3	-5	-0.4	2	2	5	2	1	1
CCCOc1ccc(/C=C/C(=O)N2CCN(C(=O)c3ccco3)CC2)cc1OC	5	-3	2	-4.2	0	-1	4	-2	-2	-2
O=C1COc2ccc(C(=O)COC(=O)c3ccc([N+](=O)[O-])cc3Cl)cc2N1	-9	0	6	0.9	0	1	3	9	0	3
Cc1nc2ccccc2c(=O)n1NC(=O)C1CCCCC1	-2	2	0	-2.7	-2	1	-8	-2	1	-2
N#CC1=C(N)OC2=C(CC/C2=C\c2ccccc2)C1c1ccccc1 (stereo unspecified)	6	-1	0	6.3	1	-21	-8	-3	-1	27*
Cc1nnc(SCc2ccc(C(=O)O)cc2)s1	-2	0	-2	0.6	5	-5	-2	0	3	5
CC1=C(C(=O)OCc2ccccc2)C(c2cccs2)N2C(=O)CCSC2=N1 (stereo unspecified)	1	1	-11	2.1	4	-18	3	-1	-5	-9
Cc1ccccc1-c1nc(S(=O)(=O)c2ccccc2)c(N2CCCC2)o1	2	-3	6	-2.1	2	8	-3	0	3	-4
CCOc1ccccc1CNC(=O)C1CCN(C(=O)N2CC(C)Oc3ccc(C)cc32)CC1 (stereo unspecified)	3	-1	-3	-2.7	0	-1	1	-2	-7	0
C[C@@H]1CCN(C2CC2)S(=O)(=O)c2ccc(N3CC[C@H](O)C3)cc2O1	-3	-2	1	.	4	.	.	4	1	-5
Cc1ccc(NC(=O)CSC2=NN3CCCC(=O)N=C3S2)cc1Cl	-7	1	-3	0.1	0	-9	5	3	-6	-4
